Screening data deposited in PubChem by The Scripps Research Institute Molecular Screening Center.
CHO parental Ca – counter-screen for OX1R antagonists: effect in parental CHO cells | parental CHO-K1, ATP-induced calcium, Fluo-8 fluorescence | inhibition, % at 5.6 µM | 330,000 compounds, 0.63% hits | AID 463079;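 active means inhibition above that plate's mean sample inhibition plus 3 SD, cut at about 26% in these data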;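 further: 0% = ATP-challenged DMSO wells and 100% = DMSO wells without ATP; some compounds past the cut are filed as inactive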
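Material – parental CHO cells · Reagent – ATP stimulus · Compound – single nominal dose of 5.6 µM per compound · Detection – Fluo-8 fluorescence · Read-out basis – percent inhibition of calcium signal · Controls – ATP-challenged DMSO wells low, unchallenged DMSO wells high · Repeats – no replicates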
CHO-K1 Ca ag – nonselective activator or artifact in parental CHO-K1 cells; Fluo-8 calcium fluorescence; scaled to maximal ATP response, vehicle zero; activation, % at 3 µM; 360,000 compounds, 0.48% hits; AID 602248; in the data active means activation above about 15%;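 further: untransfected CHO-K1 host cells lacking M1 receptor as counterscreen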
TAAR1 antagonist – human TAAR1 antagonism; inhibition, % at 3 µM; CHO RD-HGA16 TAAR1, Fluo-8 calcium fluorescence, antagonist; Q96RJ0; 360,000 compounds, 1.5% hits; AID 624466;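 active means inhibition above a per-plate cutoff, the mean inhibition of test compounds on that plate plus 3 SD, cut at about 49% in these data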;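 further: 0% = DMSO plus EC80 beta-PEA response and 100% = DMSO alone without agonist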
Target sequence (Q96RJ0 whole entry, looked up): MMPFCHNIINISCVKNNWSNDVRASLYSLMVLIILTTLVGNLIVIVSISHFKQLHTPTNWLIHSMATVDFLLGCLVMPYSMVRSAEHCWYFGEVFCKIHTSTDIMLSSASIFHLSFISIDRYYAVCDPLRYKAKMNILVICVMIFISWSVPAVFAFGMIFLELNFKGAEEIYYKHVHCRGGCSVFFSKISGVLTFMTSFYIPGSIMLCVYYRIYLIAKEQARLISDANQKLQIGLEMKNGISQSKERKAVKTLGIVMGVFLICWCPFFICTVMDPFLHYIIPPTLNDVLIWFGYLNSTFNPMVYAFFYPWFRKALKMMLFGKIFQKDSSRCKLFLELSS
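Test system: CHO RD-HGA16 cells bearing hTAAR1 | Reagent: β-PEA, EC80 | Compound dosing: 3 µM, single point | Schedule: Dye loading 75 min at 37 °C, then 30 min room temperature | Signal: Calcium fluorescence with Fluo-8 | Evaluation: Percent inhibition of PEA-evoked calcium signal, max/basal emission ratio | Control set: DMSO-only wells and EC80 β-PEA-stimulated wells | Repeats: Singlicate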
M1 PAM parental – M1 PAM counterscreen hit in parental CHO-K1 cells; ATP EC20, Fluo-8 calcium fluorescence; 0% at ATP EC20, 100% at ATP max; activation, % at 3 µM; 360,000 compounds, 0.02% hits; AID 602247;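 active means activation above the run cutoff, the mean activation of all test compounds plus 3 SD, cut at about 40% in these data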;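 further: peak over basal fluorescence ratio in a 140 s read after ATP addition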
OXTR ag – human OXTR agonism; P30559; CHO-OTR cells, Fluo-8 calcium fluorescence; normalized: DMSO 0%, oxytocin 100%; activation, % at 3 µM; 320,000 compounds, 0.32% hits;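 active means activation above the mean of all tested compounds plus 3 SD, cutoff set per screening run, cut at about 20% in these data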;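 further: peak over basal fluorescence ratio from a 100 s FLIPR kinetic read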
Target sequence (P30559 whole entry, looked up): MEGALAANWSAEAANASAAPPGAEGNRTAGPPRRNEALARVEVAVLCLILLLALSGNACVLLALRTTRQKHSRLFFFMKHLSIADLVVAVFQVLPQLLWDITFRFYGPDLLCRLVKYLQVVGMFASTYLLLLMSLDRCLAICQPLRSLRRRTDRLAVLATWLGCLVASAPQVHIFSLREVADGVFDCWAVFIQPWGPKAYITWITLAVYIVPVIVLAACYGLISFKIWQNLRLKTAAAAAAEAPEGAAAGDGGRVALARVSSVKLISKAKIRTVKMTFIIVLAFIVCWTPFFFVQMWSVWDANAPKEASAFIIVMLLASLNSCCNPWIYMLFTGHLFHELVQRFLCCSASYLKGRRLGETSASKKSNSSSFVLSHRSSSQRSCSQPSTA
OXTR potentiate – human OXTR potentiation; AID 2445; P30559; 320,000 compounds, 0.061% hits; activation, % at 3 µM; CHO-OTR cells, Fluo-8 calcium fluorescence, potentiator mode; 0% = oxytocin EC15, 100% = EC100;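 active means activation above that plate's cutoff, the mean activation of tested compounds plus 3 SD, cut at about 6.6% in these data, passing the limit was not always enough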;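 further: 100% uses oxytocin at 75 nM as the full agonist control; some results filed as inactive read as strong as hits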
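Dosing: Single dose, 3.0 µM nominal final compound concentration | Material: Human OTR in CHO cells | Technique: Kinetic Fluo-8 calcium fluorescence | Benchmarks: EC15 oxytocin alone as 0%, 75 nM oxytocin as 100% | Probe or stimulus: Oxytocin at about EC15, sub-maximal agonist stimulus | Incubation: Compound 6 min at room temperature before oxytocin, 100 s read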
GPR7 antagonist – antagonists of human GPR7 (neuropeptides B/W receptor 1) | AID 1861 | inhibition, % at 4.4 µM | GPR7-expressing cells, fluorescence antagonist assay | 290,000 compounds, 1.1% hits; in the data active means inhibition above about 16%, passing the limit was not always enough;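 further: cells stimulated with the agonist NPW; 0% = agonist with vehicle and 100% = vehicle without agonist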
Target sequence (P48145 whole entry, looked up): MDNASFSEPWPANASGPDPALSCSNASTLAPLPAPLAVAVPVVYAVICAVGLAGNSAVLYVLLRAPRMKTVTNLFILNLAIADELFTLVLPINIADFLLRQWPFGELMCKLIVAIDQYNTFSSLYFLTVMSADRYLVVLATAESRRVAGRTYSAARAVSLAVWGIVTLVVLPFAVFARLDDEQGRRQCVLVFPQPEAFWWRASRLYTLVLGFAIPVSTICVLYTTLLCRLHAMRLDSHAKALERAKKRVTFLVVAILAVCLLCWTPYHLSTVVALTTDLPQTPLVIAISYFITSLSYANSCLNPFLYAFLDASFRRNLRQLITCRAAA
V1R ag counter – activates human V1a receptor in oxytocin agonist counter-screen; P37288; CHO-V1R cells, Fluo-8 calcium fluorescence, agonist mode; 0% DMSO, 100% 3 nM vasopressin; activation, % at 3 µM; 320,000 compounds, 0.25% hits;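 active means activation above the mean activation of all tested compounds plus 3 SD, per screening run, cut at about 20% in these data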;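 further: signal is peak over basal fluorescence ratio across a 100 second FLIPR read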
CHO-K1 Ca antag – M1 antagonist counterscreen hit in parental CHO-K1 cells; 360,000 compounds, 0.6% hits; ATP-induced calcium, Fluo-8 fluorescence; inhibition, % at 3 µM; AID 602250;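 active means inhibition above a per-plate cutoff, the plate's mean sample inhibition plus 3 SD, cut at about 24% in these data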;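 further: 0% = DMSO plus EC80 ATP and 100% = DMSO alone without ATP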
Active calls of the source: *; / = no result given.

Value order – CHO parental Ca, CHO-K1 Ca ag, TAAR1 antagonist, M1 PAM parental, OXTR ag, OXTR potentiate, GPR7 antagonist, V1R ag counter, CHO-K1 Ca antag
CCOc1ccc(NC(=O)CN(C)C(=O)CSC(C)C(=O)Nc2cc(C)on2)cc1OCC (stereo unspecified)
 : -19.2, 2.3, -16.4, 13.3, 0.1, -7.5, -13.4, 0.3, -8.5
O=C(NCc1cccs1)C1CCN(S(=O)(=O)c2ccc3c(c2)OCCO3)CC1
 : -16.6, 0.7, 15.0, -0.2, 3.1, -7.2, -17.0, 1.2, -6.8
Cc1cc(C)n2nc(C(=O)OCCOc3cccc(Br)c3)nc2n1
 : -14.1, 1.1, -12.0, 12.0, -1.0, -5.8, -2.4, 0.2, -10.3
COc1ccc(CC(=O)n2[nH]c(=O)ccc2=O)cc1OC
 : -4.2, 0.0, -20.2, -16.5, -0.2, -1.6, -5.9, -0.9, 8.0
CCCCSc1nc2c(cnn2-c2ccc(C)c(C)c2)c(=O)[nH]1
 : -9.6, 0.3, -30.1, 16.9, 1.1, -1.7, -2.2, 0.7, 5.4
Cn1c(=O)n(CCc2ccccc2)c(=O)c2c1nc1n2CCN1Cc1ccco1
 : -19.7, 2.6, 47.8, -24.5, -0.8, -8.6, -5.0, 1.9, 15.5
Cc1ccc(OCCCSc2ncccn2)cc1C
 : -9.1, 0.8, -6.1, 12.3, -1.8, -18.1, -17.4, 0.5, -13.6
COc1ccc([C@H]2C[C@@H](O)[C@H](n3cc(C4CC4)nn3)CN2Cc2cccs2)cc1
 : /, 0.1, -25.9, 21.9, /, /, /, /, -20.8
CC1CCCN(C(=O)COC(=O)CNC(=O)c2sc3ccccc3c2Cl)C1 (stereo unspecified)
 : -16.5, 4.8, -24.8, 9.7, 1.4, -6.2, /, 3.6, -17.2
Cc1oc2c(c(C)cc3oc(=O)c(CC(=O)NCC(=O)NCC(=O)O)c(C)c32)c1C
 : 4.6, 0.5, -16.8, -1.9, 1.2, 2.3, -3.8, 0.3, -7.7
CCCOc1ccc2oc(=O)c3c(c2c1)CCCN3C(=O)CN(C)Cc1ccccc1
 : -39.6, 0.9, -20.1, 20.8, -2.2, -6.8, -10.1, -0.8, -9.4
CCOC(=O)c1sc(NC(=O)C2CC=CCC2C(=O)O)nc1C (stereo unspecified)
 : 0.9, 0.3, -19.5, -8.8, 0.0, -5.8, -1.8, 0.8, -4.3
Cc1ccc(C(=O)COC(=O)c2cnccn2)cc1C
 : -8.9, /, /, /, 0.6, -19.0, -7.2, 1.1, /
Clc1ccccc1Nc1nc(NCc2cccs2)nc2ccsc12
 : /, 5.9, 7.3, 24.0, /, /, /, /, -2.6
O=C(OCC(=O)N1CCc2ccccc21)C1CCCN1S(=O)(=O)c1ccc(Cl)cc1 (stereo unspecified)
 : -32.0, 2.5, 10.8, 14.7, -1.7, -10.5, /, 4.2, -15.4
CC1CCN(c2cc(N3CCOCC3)c([N+](=O)[O-])cc2F)CC1
 : -26.9, 0.7, 15.0, 15.2, -1.6, -10.6, -5.0, -0.1, -5.2
Cn1ncc(Cl)c1C(=O)N1CCc2ccccc21
 : -11.2, 0.8, 9.4, 25.7, -1.0, 3.0, -4.6, -0.2, -14.3
CC(C)(C)C(=O)C1=C(O)C(=O)N(c2ccccc2)C1c1ccccc1 (stereo unspecified)
 : -16.4, 0.7, -11.4, 18.2, -1.7, 9.3, -15.2, -0.6, -9.7
Cc1ccc(C)c(SCC(=O)OC/C(O)=C(\C#N)c2nc3ccccc3[nH]2)c1
 : /, -0.6, 5.1, 2.2, /, /, -1.6, /, 1.4
COc1ccc(OC)c(C(C)NC(=O)C(C)n2cc([N+](=O)[O-])cn2)c1 (stereo unspecified)
 : -8.2, 0.5, -12.9, 6.7, 1.5, 0.4, /, 1.6, -10.4
COc1cc(C(=O)OCC(=O)Nc2ccccc2C(=O)NC2CC2)c([N+](=O)[O-])cc1OC
 : -28.4, 1.1, 4.6, 15.9, -0.8, -4.4, /, 0.9, -9.0
CC(=O)c1ccc(NC(=O)CSc2nnc(-c3ccncc3)n2C2CC2)cc1
 : -5.3, 0.1, 2.7, -9.5, 1.2, -3.9, /, 0.0, 1.2
COc1cccc(OC)c1CC1SC(=O)NC1=O (stereo unspecified)
 : 0.0, 0.2, -16.3, -12.1, 0.5, 3.1, -12.6, 1.2, 18.2
NNC(=O)c1ccc(Cn2cccn2)o1
 : -7.3, 1.5, -3.8, 22.3, -0.9, -2.9, 13.9, -0.6, -16.2
Cc1[nH]n(-c2ccccc2)c(=O)c1C(c1ccccc1C(=O)O)c1c(C)[nH]n(-c2ccccc2)c1=O
 : -7.2, -0.4, -3.7, 2.0, -1.2, -9.6, 4.0, -0.6, -4.6
Cc1nn(Cc2ccc(C(=O)Nc3nccs3)cc2)c(C)c1Cl
 : 2.6, 1.8, 11.4, 19.3, 5.4, -4.2, 16.6, 4.2, 1.1
CCN1CCN(c2ccc(N=Cc3ccc(O)cc3O)cc2)CC1
 : 2.5, 1.5, -5.9, 8.5, 2.1, -6.3, 0.1, 2.6, -22.3
CC(Sc1nnc(-c2ccco2)n1C)C(=O)N1C(C)CCCC1C (stereo unspecified)
 : -6.0, 0.2, -27.2, 12.2, -0.3, 4.7, 3.6, 0.0, -6.4
C[C@H](CO)N1C[C@H](C)[C@@H](CN(C)S(=O)(=O)c2cn(C)cn2)Oc2c(NS(=O)(=O)c3cccs3)cccc2C1=O
 : -17.4, 0.0, -20.6, 12.1, 1.1, 0.2, /, 0.9, -7.4
Cc1ccc(C(=O)NC(=S)NNC(=O)CCN2CCOCC2)cc1
 : 15.9, -0.3, -7.4, 11.4, 0.4, -6.6, -7.0, 0.0, -5.9

New compounds follow.
compound | CHO parental Ca | CHO-K1 Ca ag | TAAR1 antagonist | M1 PAM parental | OXTR ag | OXTR potentiate | GPR7 antagonist | V1R ag counter | CHO-K1 Ca antag
CCCCn1c(-c2csc3c2CCCC3)n[nH]c1=S | -13.0 | / | -12.6 | / | -1.7 | -2.9 | -4.8 | -1.4 | /
Cc1cc(C)cc(-n2c(C)cc(/C=C3\C(=N)N4N=C(CC(C)C)SC4=NC3=O)c2C)c1 | -4.6 | 1.4 | -8.9 | 21.4 | -0.9 | -1.6 | -6.1 | -0.1 | -10.5
CCNC(=S)NCc1ccc(F)cc1 | -13.4 | -0.4 | 5.6 | 23.1 | -0.3 | -9.5 | -8.0 | 0.3 | -9.3
CC(c1cccs1)N(C)Cc1nc(CCc2ccccc2)no1 (stereo unspecified) | -3.5 | 0.3 | -16.7 | 15.1 | -1.7 | -7.4 | -12.2 | -0.9 | -4.0
COCc1c(Br)c(C)nc(OCC(=O)N/N=C/c2ccc(C)o2)c1C#N | -16.2 | 0.4 | -19.9 | 12.9 | -0.3 | 0.7 | -14.0 | 1.5 | -5.7
O=C(CN1CCOCC1)Nc1nc(-c2ccc(Cl)cc2)cs1 | -16.4 | 9.8 | 38.8 | -9.0 | 6.2 | -17.4 | -17.8 | 13.5 | -3.0
O=C(Nc1cc(Oc2ccc(Cl)cc2)cc([N+](=O)[O-])c1)c1ccco1 | -0.8 | -0.5 | 40.6 | -7.6 | -1.1 | -11.1 | -9.8 | 0.8 | 2.5
Cn1c(=O)n(Cc2ccc(Cl)cc2)c(=O)c2c1nc1n2CCN1Cc1ccco1 | -20.7 | 4.2 | -11.5 | 15.9 | 1.8 | -17.6 | -7.8 | 2.6 | -4.6
COc1c(S(=O)(=O)N2CCN(C)CC2)ccc(Cl)c1Cl | -2.0 | 1.0 | 1.7 | 6.7 | 0.4 | -2.0 | -4.3 | 1.1 | -1.4
COc1ccc(-c2[nH]ncc2CN(C)C(C)c2cccs2)c(F)c1 (stereo unspecified) | -22.5 | 2.2 | -12.2 | 13.9 | 0.2 | -6.3 | -17.7 | 1.6 | -7.6
Nc1nc(-c2ccc(C(=O)O)cc2)cs1 | -9.8 | 3.8 | -6.4 | -3.3 | 2.3 | -4.5 | -17.1 | 1.1 | 9.3
COc1cc(/C=C/C(=O)OCC(=O)Nc2cc(C)on2)ccc1OCC#N | / | 1.9 | -0.2 | 18.0 | / | / | / | / | -3.8
COc1cccc(OC)c1C(=O)N1CC(C)OC(C)C1 (stereo unspecified) | -4.8 | -0.5 | -3.8 | 15.3 | 0.9 | -5.9 | -1.8 | -0.4 | -1.8
Cc1nc(N2CCN(Cc3ccccc3)CC2)[nH]c(=O)c1C | 2.4 | 0.7 | 4.5 | 16.1 | 1.9 | 3.6 | -11.1 | 0.9 | 0.9
COc1ccc(N=C2SC(C(N)=O)CC(=O)N2CCc2ccc(OC)c(OC)c2)cc1 (stereo unspecified) | -20.0 | 0.5 | 3.4 | -4.0 | 1.3 | -8.5 | -22.7 | 0.0 | -3.3

Only OXTR ag and OXTR potentiate, for some of the entries so far:
SMILES,OXTR ag,OXTR potentiate
Cc1nc(N2CCN(Cc3ccccc3)CC2)[nH]c(=O)c1C,1.9,3.6
COc1cccc(OC)c1C(=O)N1CC(C)OC(C)C1 (stereo unspecified),0.9,-5.9

The list continues.
compound | CHO parental Ca | CHO-K1 Ca ag | TAAR1 antagonist | M1 PAM parental | OXTR ag | OXTR potentiate | GPR7 antagonist | V1R ag counter | CHO-K1 Ca antag
COc1cc([C@H]2OC[C@H]3[C@@H]2CO[C@@H]3c2ccc(O[C@H]3O[C@H](CO)[C@@H](O)[C@H](O)[C@H]3O)c(OC)c2)ccc1O[C@@H]1O[C@H](CO)[C@@H](O)[C@H](O)[C@H]1O | -2.0 | 0.1 | 0.0 | 0.0 | 0.2 | -8.1 | / | 0.2 | -10.7
COc1ccc(S(=O)(=O)c2c(N)n(Cc3ccco3)c3nc4ccccc4nc23)cc1 | 10.8 | 2.2 | -26.3 | 7.7 | 2.4 | -18.4 | 1.1 | 6.3 | -2.2
CC(C)Oc1cccc(C(=O)NC2=NCCS2)c1 | 3.1 | 0.4 | -5.7 | 2.8 | 0.0 | -12.2 | -4.6 | -0.1 | -14.9
CN(C)C1CN(Cc2cn(Cc3ccccc3)nn2)S(=O)(=O)C1 (stereo unspecified) | / | -0.1 | -30.8 | 1.1 | / | / | / | / | -19.8

Arranged by value in TAAR1 antagonist (ascending): some entries from above.
| Molecule | TAAR1 antagonist | OXTR potentiate | GPR7 antagonist |
| --- | --- | --- | --- |
| CC1CCCN(C(=O)COC(=O)CNC(=O)c2sc3ccccc3c2Cl)C1 (stereo unspecified) | -24.8 | -6.2 | / |
| Cc1oc2c(c(C)cc3oc(=O)c(CC(=O)NCC(=O)NCC(=O)O)c(C)c32)c1C | -16.8 | 2.3 | -3.8 |
| O=C(Nc1cc(Oc2ccc(Cl)cc2)cc([N+](=O)[O-])c1)c1ccco1 | 40.6 | -11.1 | -9.8 |
